TcdB inh: TcdB glycohydrolase inhibition; P18177; TcdB glycohydrolase enzymatic assay, plate reader; AID 652162; inhibition, % at 9.99 µM; hit rate 0.24% among 350,000; in the data active means inhibition above about 10%
BoNT-A LC inh2: inhibitors of Botulinum neurotoxin A light chain protease. multiplex microsphere protease substrate cleavage, flow cytometry. inhibition, % at 10 µM. hit rate 0.17% among 360,000. AID 588499; further: plate controls were buffer without enzyme for full effect and enzyme alone for no effect
Anthrax LF prot: anthrax lethal factor protease inhibition. P15917. multiplex microsphere protease cleavage assay, LF. hit rate 0.12% among 360,000. inhibition, % at 10 µM; further: plate controls were buffer without enzyme for full effect and enzyme alone for no effect
Target sequence (P15917 whole entry, looked up): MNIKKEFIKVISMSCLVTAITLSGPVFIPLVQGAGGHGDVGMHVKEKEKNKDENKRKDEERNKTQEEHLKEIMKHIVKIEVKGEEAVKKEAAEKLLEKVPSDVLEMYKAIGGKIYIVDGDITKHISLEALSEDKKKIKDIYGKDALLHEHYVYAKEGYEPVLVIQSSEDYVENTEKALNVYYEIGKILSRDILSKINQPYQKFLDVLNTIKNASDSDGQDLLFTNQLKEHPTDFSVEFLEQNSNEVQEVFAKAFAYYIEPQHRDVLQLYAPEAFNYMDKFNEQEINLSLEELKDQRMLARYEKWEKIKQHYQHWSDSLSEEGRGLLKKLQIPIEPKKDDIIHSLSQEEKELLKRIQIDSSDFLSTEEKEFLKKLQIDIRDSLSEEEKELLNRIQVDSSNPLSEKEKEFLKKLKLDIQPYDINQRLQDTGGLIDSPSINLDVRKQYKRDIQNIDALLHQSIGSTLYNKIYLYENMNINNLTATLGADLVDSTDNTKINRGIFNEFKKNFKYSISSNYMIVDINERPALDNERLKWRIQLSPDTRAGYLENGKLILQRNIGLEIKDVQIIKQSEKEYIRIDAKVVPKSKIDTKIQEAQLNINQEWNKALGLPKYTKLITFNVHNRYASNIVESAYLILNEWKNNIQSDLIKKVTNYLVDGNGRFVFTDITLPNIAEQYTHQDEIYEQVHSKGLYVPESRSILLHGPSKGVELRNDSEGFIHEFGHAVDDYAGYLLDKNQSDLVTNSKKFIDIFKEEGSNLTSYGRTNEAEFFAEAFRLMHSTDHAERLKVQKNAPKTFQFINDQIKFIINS
Y pestis TopoI: Y. pestis Topo-I inhibition via cleavage products; hit rate 0.064% among 360,000; AID 504884; activity, % at 10 µM; Y. pestis Topo-I cleavage product accumulation, plate reader; in the data active means activity above about 50%, passing the limit was not always enough; inconclusive means no clear call, values can overlap the other calls; further: inactives centre near 2
PfHsp40 yeast: rescue of PfHsp40-mediated yeast toxicity; growth rescue, % at 12.5 µM; S. cerevisiae expressing PfHsp40, growth rescue, ATP luminescence; hit rate 0.68% among 340,000; in the data active means growth rescue above about 28%, passing the limit was not always enough; inconclusive means no clear call, values can overlap the other calls;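 further: yeast W303a lacking pdr1 and pdr3 grown in galactose medium; growth measured after three days at 30 °C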
BoNT F protease: BoNT F light chain protease inhibition; inhibition, % at 10 µM; Multiplex microsphere protease cleavage assay, flow cytometry; hit rate 0.22% among 360,000; in the data active means inhibition above about 35%, passing the limit was not always enough; inconclusive means no clear call, values can overlap the other calls; further: plate controls were buffer without enzyme for full effect and enzyme alone for no effect
FadD28 FP inh: M. tuberculosis FadD28 bisubstrate binding inhibition; FadD28 bisubstrate probe binding, fluorescence polarization; inhibition, % at 12.5 µM; hit rate 0.22% among 360,000; AID 588549; in the data active means inhibition above about 8.5%, passing the limit was not always enough; inconclusive means no clear call, values can overlap the other calls
PrPC surface inh: cell surface PrPC inhibition, primary TR-FRET screen; P04156; TR-FRET read-out; inhibition, % at 13.8 µM; hit rate 0.43% among 370,000; in the data active means inhibition above about 24%; further: 0% = median of the test wells and 100% = reference compound wells
CCHF vOTU inh: blocks the CCHF virus ovarian tumor domain protease; hit rate 0.55% among 370,000; inhibition, % at 11.5 µM; AID 651958; CCHFV vOTU protease, Pep-AMC fluorescence; in the data active means inhibition above about 30%; further: 0% = vehicle wells with enzyme and 100% = no enzyme wells
Numbers without * were called inactive; & = joins results of further samples. Unless noted, no stated cut-off is given here; in the data, active means inhibition above about 30%; inconclusive means no clear call, values can overlap the other calls; inactive means below that.

`Cc1ccsc1C1NC(=O)c2ccccc2N1` (stereo not drawn) gave BoNT-A LC inh2 0.8, Anthrax LF prot 6, Y pestis TopoI 8, PfHsp40 yeast 1.9, BoNT F protease 6, FadD28 FP inh -0.4, PrPC surface inh 1 and CCHF vOTU inh -35.
Screening COc1cc(CCC(=O)OCC(=O)Nc2ccc(C(N)=O)cc2)cc(OC)c1OC returned TcdB inh 0.8, BoNT-A LC inh2 -0.2, Anthrax LF prot -4, Y pestis TopoI 7, PfHsp40 yeast -1.1, BoNT F protease -2, FadD28 FP inh -2.4, PrPC surface inh -6 and CCHF vOTU inh 1.
CN(C)S(=O)(=O)c1ccc(S(=O)(=O)N2CCN(CCC#N)CC2)cc1 was read as TcdB inh 0.9, BoNT-A LC inh2 -1.1, Anthrax LF prot -2, Y pestis TopoI 3, PfHsp40 yeast -0.9, BoNT F protease -12, FadD28 FP inh -1.4, PrPC surface inh -9 and CCHF vOTU inh -1.
For COc1ccc(-c2cc(=O)oc3cc(OC(=O)C4CCCCC4)ccc23)cc1 the results were TcdB inh 0.8, BoNT-A LC inh2 -0.3, Anthrax LF prot 0, Y pestis TopoI 24, PfHsp40 yeast 0.0, BoNT F protease -9, FadD28 FP inh -1.7, PrPC surface inh -11 and CCHF vOTU inh 4.
COc1ccc(OC)c(/C=N/NC(=O)c2cc3c(OC)cc(OC)cc3[nH]2)c1 was read as TcdB inh 0.5, BoNT-A LC inh2 0.4, Anthrax LF prot -1, Y pestis TopoI 2, PfHsp40 yeast -1.0, BoNT F protease -4, FadD28 FP inh -2.8, PrPC surface inh 2 and CCHF vOTU inh 4.
Screening CC(C)C(NC(=O)OC(C)(C)C)C(=O)N1CCCC1C(=O)NC(Cc1ccccc1)C(N)=O (stereo not drawn) returned BoNT-A LC inh2 -0.4, Anthrax LF prot -27, Y pestis TopoI -8, PfHsp40 yeast -0.2, BoNT F protease inconclusive, FadD28 FP inh 0.5, PrPC surface inh -5 and CCHF vOTU inh -3.
`c1ccc(-c2cc(-c3nc(-c4ccccn4)no3)c3ccccc3n2)cc1` gave BoNT-A LC inh2 0.6, Anthrax LF prot -8, Y pestis TopoI 14, PfHsp40 yeast 1.5, BoNT F protease -8, FadD28 FP inh -4.4, PrPC surface inh -6 and CCHF vOTU inh -5.
For CC(=O)Nc1ccc(/C=N/N2C(=O)NC(C)(c3ccc(OC(F)F)cc3)C2=O)cc1 (stereo not drawn) the results were TcdB inh -0.4, BoNT-A LC inh2 -1.2, Anthrax LF prot -6, Y pestis TopoI -1, PfHsp40 yeast -1.9, BoNT F protease -2, FadD28 FP inh -1.6, PrPC surface inh 1 and CCHF vOTU inh 13.
For CCCCC(=O)NNC(=O)c1c(O)c2ccccc2[nH]c1=O the results were TcdB inh 0.1, BoNT-A LC inh2 -0.7, Anthrax LF prot -4, Y pestis TopoI 0, PfHsp40 yeast 2.1, BoNT F protease -1, FadD28 FP inh -4.5, PrPC surface inh -8 and CCHF vOTU inh 28.
COc1ccc(-n2nnc3c(SCC(=O)Nc4ccccc4F)ncnc32)cc1 was read as TcdB inh 0.8, BoNT-A LC inh2 -0.9, Anthrax LF prot -6, Y pestis TopoI -5, PfHsp40 yeast -0.9, BoNT F protease -5, FadD28 FP inh -1.5, PrPC surface inh 1 and CCHF vOTU inh -7.
For O=S(=O)(NCCc1ccccc1)c1ccc(Br)s1 the results were TcdB inh 2.5, BoNT-A LC inh2 -1.9, Anthrax LF prot -2, Y pestis TopoI 12, PfHsp40 yeast 3.8, BoNT F protease -7, FadD28 FP inh -0.2, PrPC surface inh -3 and CCHF vOTU inh 3.
`Cc1sc(NC(=O)C2=COCCO2)nc1-c1ccc(F)cc1` gave TcdB inh -0.5, BoNT-A LC inh2 4.9, Anthrax LF prot 3, Y pestis TopoI -3, PfHsp40 yeast 0.1, BoNT F protease -16, FadD28 FP inh -0.9, PrPC surface inh -2 and CCHF vOTU inh 12.
For Cc1onc(-c2ccccc2)c1C(=O)N1CCN(c2ccccc2)CC1 the results were TcdB inh 0.3, BoNT-A LC inh2 -0.6, Anthrax LF prot -4, Y pestis TopoI 8, PfHsp40 yeast -0.4, BoNT F protease -7, FadD28 FP inh -0.6, PrPC surface inh -3 and CCHF vOTU inh -1.
`Cc1cc(OC(C)C(=O)N2CCN(c3ccccc3)CC2)c2c(C)c(C)c(=O)oc2c1` (stereo not drawn) gave TcdB inh 0.7, BoNT-A LC inh2 0.1, Anthrax LF prot -1, Y pestis TopoI 6, PfHsp40 yeast 0.2, BoNT F protease 3, FadD28 FP inh -2.4, PrPC surface inh 4 and CCHF vOTU inh 6.
For COc1ccc(CN2CCOCCOCCOCC2)cc1 the results were TcdB inh -0.3, BoNT-A LC inh2 -0.5, Anthrax LF prot -2, Y pestis TopoI -7, PfHsp40 yeast 1.5, BoNT F protease inconclusive, FadD28 FP inh -1.4, PrPC surface inh -2 and CCHF vOTU inh -6.
For CCOc1ccc(Cl)cc1-c1cc(C(=O)Nc2ccc(OC)nc2)[nH]n1 the results were TcdB inh 1.0, BoNT-A LC inh2 0.4, Anthrax LF prot 9, Y pestis TopoI 5, BoNT F protease -1, FadD28 FP inh -2.0, PrPC surface inh -1 and CCHF vOTU inh -4.
Screening Cc1cccc(OCC(=O)OCC(=O)N(CC(C)C)c2c(N)n(Cc3ccccc3)c(=O)[nH]c2=O)c1C returned TcdB inh -6.1, BoNT-A LC inh2 -2.4, Anthrax LF prot -2, Y pestis TopoI -10, PfHsp40 yeast 1.1, BoNT F protease -3, FadD28 FP inh -0.2, PrPC surface inh 3 and CCHF vOTU inh 19.
Screening C[C@H](CO)N1C[C@H](C)[C@@H](CN(C)C(=O)Nc2ccc(C(F)(F)F)cc2)Oc2ccc(NC(=O)Cc3ccccc3)cc2C1=O returned TcdB inh -3.0&-3.5, BoNT-A LC inh2 -1.2, Anthrax LF prot 0, Y pestis TopoI 29, PfHsp40 yeast 0.0, BoNT F protease -3, FadD28 FP inh -3.9, PrPC surface inh 2 and CCHF vOTU inh 11.
For O=C(CN(c1ccc(Cl)c(Cl)c1)S(=O)(=O)c1ccccc1)N1CCc2ccccc2C1 the results were BoNT-A LC inh2 -0.5, Anthrax LF prot 3, Y pestis TopoI 27, PfHsp40 yeast 2.5, BoNT F protease -2, FadD28 FP inh -2.0, PrPC surface inh 1 and CCHF vOTU inh 16.
Screening N#Cc1ccccc1OCC(=O)OCC(=O)Nc1ccc2c(c1)OCO2 returned TcdB inh 2.0, BoNT-A LC inh2 3.2, Anthrax LF prot -1, Y pestis TopoI 8, PfHsp40 yeast -1.7, BoNT F protease 4, FadD28 FP inh 1.1, PrPC surface inh -5 and CCHF vOTU inh -5.
`COc1cccc(C(=O)CN(C(=O)c2ccc(Cl)cc2Cl)N2C(=O)c3ccccc3C2=O)c1` gave BoNT-A LC inh2 0.2, Anthrax LF prot 0, Y pestis TopoI 1, PfHsp40 yeast -0.3, BoNT F protease -1, FadD28 FP inh -0.8, PrPC surface inh 0 and CCHF vOTU inh 14.
CCOC(=O)c1ccccc1NC(=O)CSc1nccn1C was read as Y pestis TopoI -3, PfHsp40 yeast -0.3, FadD28 FP inh -1.3, PrPC surface inh -10 and CCHF vOTU inh 1.
CCCCN(C(=O)c1ccc(S(=O)(=O)N2CCCCC2)cc1)C1CCS(=O)(=O)C1 (stereo not drawn) was read as TcdB inh 1.5, BoNT-A LC inh2 0.9, Anthrax LF prot 2, Y pestis TopoI -6, PfHsp40 yeast -0.2, BoNT F protease 14, FadD28 FP inh -3.9, PrPC surface inh 6 and CCHF vOTU inh 3.
Screening C=CC[C@H](CC(=O)N(CCO)Cc1ccccc1)C(=O)N[C@H](COC(=O)[C@@H](CC=C)CC(=O)OC(C)(C)C)c1ccccc1 returned TcdB inh -0.3, BoNT-A LC inh2 -0.8, Anthrax LF prot -8, Y pestis TopoI 17, PfHsp40 yeast 2.0, BoNT F protease -4, FadD28 FP inh -4.0, PrPC surface inh 0 and CCHF vOTU inh 16.
Screening Cc1onc(-c2ccccc2)c1C(=O)N1CCN(S(=O)(=O)c2ccc(Cl)cc2)CC1 returned TcdB inh -0.3, BoNT-A LC inh2 -2.9, Anthrax LF prot 6, Y pestis TopoI 19, PfHsp40 yeast -0.3, BoNT F protease -29, PrPC surface inh 1 and CCHF vOTU inh 19.
Screening C[C@@H]1CN([C@@H](C)CO)C(=O)CCCn2nncc2CO[C@@H]1CN(C)C(=O)Nc1cccc(C(F)(F)F)c1 returned TcdB inh 1.8&0.4, BoNT-A LC inh2 0.1, Anthrax LF prot -9, Y pestis TopoI 11, BoNT F protease 0, FadD28 FP inh 0.2, PrPC surface inh -5 and CCHF vOTU inh 0.
`CN(C)c1ccnc(Nc2ccccc2)c1C#N` gave TcdB inh 0.5, BoNT-A LC inh2 -0.1, Anthrax LF prot -12, Y pestis TopoI 4, PfHsp40 yeast -0.5, BoNT F protease -2, FadD28 FP inh -0.3, PrPC surface inh 5 and CCHF vOTU inh -1.
`O=C(NCCCN1CCOCC1)C1Cc2c(ccc3ccccc23)O1` (stereo not drawn) gave TcdB inh -2.3, BoNT-A LC inh2 -0.6, Anthrax LF prot 3, Y pestis TopoI 6, PfHsp40 yeast -0.3, BoNT F protease -1, FadD28 FP inh -1.6, PrPC surface inh -5 and CCHF vOTU inh -20.
`COc1ccc(C(=O)/C=C/c2ccsc2)cc1CSCC(=O)O` gave TcdB inh 1.3, BoNT-A LC inh2 -26, Anthrax LF prot -3, Y pestis TopoI -4, PfHsp40 yeast 0.9, BoNT F protease -41, PrPC surface inh -3 and CCHF vOTU inh 26.
For Cc1cccc(NC(=O)CSc2ccc(-c3cccnc3)nn2)c1 the results were TcdB inh 0.0, BoNT-A LC inh2 -0.6, Anthrax LF prot -6, Y pestis TopoI 6, PfHsp40 yeast 0.0, BoNT F protease -2, FadD28 FP inh -4.5, PrPC surface inh 6 and CCHF vOTU inh -1.
For CC1(C)CC(=O)c2cnc(NC(=O)C3CCCC3)nc2C1 the results were BoNT-A LC inh2 0.3, Anthrax LF prot -7, Y pestis TopoI 0, PfHsp40 yeast 0.1, BoNT F protease 1, FadD28 FP inh 0.9, PrPC surface inh 2 and CCHF vOTU inh -6.
O=C(NCC1CCCO1)/C(=C\c1ccco1)NC(=O)c1ccccc1 (stereo not drawn) was read as BoNT-A LC inh2 -0.1, Anthrax LF prot -5, Y pestis TopoI 1, PfHsp40 yeast -0.5, BoNT F protease 0, FadD28 FP inh 1.0, PrPC surface inh -1 and CCHF vOTU inh -2.
For Nc1c(C(=O)NCC2CCCO2)sc(=S)n1-c1ccccc1 (stereo not drawn) the results were BoNT-A LC inh2 -0.6, Anthrax LF prot 3, Y pestis TopoI -8, PfHsp40 yeast -0.4, BoNT F protease -1, FadD28 FP inh -1.3, PrPC surface inh -19 and CCHF vOTU inh 2.
`O=C(O)Cc1ccc2ccc3ccccc3c2c1` gave TcdB inh 2.4, BoNT-A LC inh2 -2.4, Anthrax LF prot 0, Y pestis TopoI 9, BoNT F protease inconclusive, FadD28 FP inh -2.8, PrPC surface inh 3 and CCHF vOTU inh 3.

Retrieved one by one from above:
O=C(NCC1CCCO1)/C(=C\c1ccco1)NC(=O)c1ccccc1 (stereo not drawn) was read as BoNT-A LC inh2 -0.1, Anthrax LF prot -5, Y pestis TopoI 1, PfHsp40 yeast -0.5, BoNT F protease 0, FadD28 FP inh 1.0, PrPC surface inh -1 and CCHF vOTU inh -2.
For Cc1cccc(NC(=O)CSc2ccc(-c3cccnc3)nn2)c1 the results were TcdB inh 0.0, BoNT-A LC inh2 -0.6, Anthrax LF prot -6, Y pestis TopoI 6, PfHsp40 yeast 0.0, BoNT F protease -2, FadD28 FP inh -4.5, PrPC surface inh 6 and CCHF vOTU inh -1.

Compounds from the list above that have a CF3 group, in the order listed:
Screening C[C@H](CO)N1C[C@H](C)[C@@H](CN(C)C(=O)Nc2ccc(C(F)(F)F)cc2)Oc2ccc(NC(=O)Cc3ccccc3)cc2C1=O returned TcdB inh -3.0&-3.5, BoNT-A LC inh2 -1.2, Anthrax LF prot 0, Y pestis TopoI 29, PfHsp40 yeast 0.0, BoNT F protease -3, FadD28 FP inh -3.9, PrPC surface inh 2 and CCHF vOTU inh 11.
Screening C[C@@H]1CN([C@@H](C)CO)C(=O)CCCn2nncc2CO[C@@H]1CN(C)C(=O)Nc1cccc(C(F)(F)F)c1 returned TcdB inh 1.8&0.4, BoNT-A LC inh2 0.1, Anthrax LF prot -9, Y pestis TopoI 11, BoNT F protease 0, FadD28 FP inh 0.2, PrPC surface inh -5 and CCHF vOTU inh 0.
